Source: PubChem BioAssay
MITF TRPM1 HTS = activators of MITF-driven TRPM1 promoter reporter, primary screen, cell-based, SK-MEL-5, luciferase, single point. SK-MEL-5 TRPM1-promoter luciferase, 24 h; % of positive control, neutral wells = 0. activation, % at 12.5 µM. 300,000 compounds, 0.75% hits;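 active = mean activation of at least 80% with every replicate also reaching 80%; inconclusive = mean reaches 80% but some replicate falls short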;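 also: 0% = neutral control wells and 100% = parthenolide positive control wells; values of inactives mirror those of a sister screen read the other way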
Mot1-301 SUMO = yeast Mot1-301 growth rescue at high temperature, primary screen, SUMOylation pathway inhibitor project, S. cerevisiae, ATP luminescence, 38.5C; 320,000 compounds, 1% hits; S. cerevisiae Mot1-301 growth rescue; percent above DMSO median, 100 means doubled; growth rescue, % at 18.8 µM;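 active = every valid replicate shows activation above 250% relative to neutral control wells; inactive = the rest, any valid replicate at or below 250%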;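 also: OY570 slx delta 5 strain wells were the positive control but not used for scaling; some compounds called inactive have numbers as strong as hits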
NSD2 HMT inh = NSD2 histone methyltransferase inhibitors, primary screen, biochemical, AlphaScreen, single concentration, set 2; 310,000 compounds, 0.54% hits; Histone-lysine N-methyltransferase NSD2 (Homo sapiens), O96028; NSD2 peptide methylation, 120 min; inhibition, % at 12.5 µM; AID 743445, 2014; in the data active = inhibition above about 50%
dFosB act = activators of delta FosB homodimer, primary screen, biochemical, fluorescence polarization, TAMRA-CDK5 oligo, single point; Protein FosB (Mus musculus), P13346; purified delta FosB; percent of positive-control signal above neutral wells; activation, % at 25 µM; 340,000 compounds, 0.99% hits; AID 493131, 2011;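 active = mean activation above about 17%, with every replicate also reaching it, limit read from the data, passing the limit was not always enough; inconclusive = only one of the two conditions met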;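 also: fluorescence polarization rise as delta FosB binds a TAMRA Cdk5 AP-1 oligo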
Target sequence (P13346 whole entry, looked up): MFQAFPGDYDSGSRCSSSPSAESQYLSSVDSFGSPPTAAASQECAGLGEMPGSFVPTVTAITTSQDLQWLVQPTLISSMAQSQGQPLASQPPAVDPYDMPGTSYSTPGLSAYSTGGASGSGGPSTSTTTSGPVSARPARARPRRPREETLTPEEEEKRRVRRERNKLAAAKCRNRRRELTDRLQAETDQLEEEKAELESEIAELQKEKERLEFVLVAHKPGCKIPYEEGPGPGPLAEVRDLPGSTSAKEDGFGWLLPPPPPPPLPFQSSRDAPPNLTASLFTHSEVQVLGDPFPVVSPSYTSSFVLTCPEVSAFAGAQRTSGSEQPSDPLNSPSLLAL
SR-BI DiI-HDL act = activators of SR-BI mediated DiI-HDL uptake, primary screen, ldlA[mSR-BI] CHO cells, DiI fluorescence; 3 h; 100 = double the neutral-control signal; activation, % at 12.5 µM; 320,000 compounds, 0.096% hits; AID 504775, 2011;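 active = mean replicate activation of at least 60% and every replicate at or above 60%; inconclusive = mean or all-replicate condition met, but not both; inactive = mean below 60% and not all replicates reaching 60%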;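 also: 0% = median plate neutral-control signal and 100% = twice that signal; values of inactives mirror those of a sister screen read the other way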
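Test system: SR-BI-overexpressing, LDLR-lacking CHO cells; Medium: Ham's F12 with 0.5% BSA, HEPES 25 mM, pH 7.4; Schedule: 3 h, 37 °C; Technique: bottom-read fluorescence, 550/595 nm.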
PKA-R2B activ = activators of PKA-R2B holoenzyme, primary screen, biochemical, fluorescence polarization, Cy5-IP20, human | PKA-R2B holoenzyme dissociation; R2B truncated from residue 108, S112A mutant; 0% DMSO only, 100% 113 µM cGMP | cAMP-dependent protein kinase catalytic subunit beta (Homo sapiens) + cAMP-dependent … | 340,000 compounds, 0.079% hits | activation, % at 11.4 µM | AID 504700, 2011;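 active = activation above a cutoff set at the mean over all compounds plus 3 SD, cut at about 18% in these data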;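 also: higher means more holoenzyme dissociation and a rise in polarization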
Pemphigus Ab inh = inhibitors of pemphigus antibody binding to DSG3, primary screen, biochemical, bead-based, flow cytometry, scFv-GFP; Desmoglein-3 (Homo sapiens), P32926; 310,000 compounds, 0.48% hits; DSG3-coupled beads, scFv-anti-DSG3-GFP binding; hits give low values; binding (percent of control), % at 10 µM;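 active = binding more than 3 SD below its plate's average and above zero; inconclusive = below that plate limit but binding exactly zero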;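 also: hits lower antibody fragment binding to DSG3; some compounds called inactive have numbers as strong as hits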
SR-BI HDL uptake = inhibitors of SR-BI mediated HDL lipid uptake, primary screen, ldlA[mSR-BI] cells, fluorescence, single point; Scavenger receptor class B member 1 (Mus musculus), Q61009; ldlA[mSR-BI] CHO cells, DiI-HDL uptake fluorescence, 3 h; inhibition, % at 12.5 µM; 320,000 compounds, 0.96% hits;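 active = mean replicate inhibition of at least 70% and a set share of replicates each scoring 70 or more; inconclusive = meets just one of the two criteria; inactive = fails both criteria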;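 also: 0% = median of neutral control wells and 100% = median of positive control wells; values of inactives mirror those of a sister screen read the other way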
Target sequence (Q61009 whole entry, looked up): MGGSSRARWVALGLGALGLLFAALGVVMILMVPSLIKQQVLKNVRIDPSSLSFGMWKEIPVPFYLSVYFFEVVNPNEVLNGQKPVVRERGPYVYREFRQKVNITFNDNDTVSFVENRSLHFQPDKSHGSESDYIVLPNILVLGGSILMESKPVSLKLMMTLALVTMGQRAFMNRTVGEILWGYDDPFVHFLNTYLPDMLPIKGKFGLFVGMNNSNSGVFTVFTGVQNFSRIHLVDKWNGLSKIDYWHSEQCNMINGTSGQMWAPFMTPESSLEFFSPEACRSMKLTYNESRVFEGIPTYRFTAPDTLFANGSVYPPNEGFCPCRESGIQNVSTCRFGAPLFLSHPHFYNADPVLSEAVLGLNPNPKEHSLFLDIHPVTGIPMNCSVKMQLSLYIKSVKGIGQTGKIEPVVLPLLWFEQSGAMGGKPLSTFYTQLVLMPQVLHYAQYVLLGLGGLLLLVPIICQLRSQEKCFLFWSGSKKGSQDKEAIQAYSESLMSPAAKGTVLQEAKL
CDK5 p35 inh = inhibitors of human CDK5/p35 kinase, primary screen, biochemical, single concentration; Cyclin-dependent kinase 5 (Homo sapiens) + Cyclin-dependent kinase 5 activator 1 (Homo …; Recombinant CDK5/p35, ADP-Glo luminescence, 60 min; 330,000 compounds, 0.01% hits; inhibition, % at 10 µM;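 active = highest replicate inhibition of at least 50% and at least 75% of replicates reaching 50%; inconclusive = only one of the two criteria met; inactive = both criteria failed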;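 also: plate controls were DMSO neutral control for no effect and GW8510 at 10 µM for full effect; many of its hits are not listed in these tables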
Arr AP2 block = inhibitors of beta-arrestin/AP2 binding, primary screen, biochemical, GPCR trafficking, flow cytometry. FITC-arrestin peptide / GST-AP2 beads; AP2 beta2 appendage carries R879A mutation. inhibition, % at 10 µM. 340,000 compounds, 0.31% hits. AID 504490, 2011. beta-arrestin 1 C-terminal peptide binding to AP2 beta2-adaptin appendage (human);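 active = inhibition above a set limit, near 3 SD of compounds lacking own fluorescence, cut at about 54% in these data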;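 also: plate controls were DMSO wells for no effect and 5 µM unlabelled arrestin peptide for full effect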
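System: GST-AP2 R879A bound to glutathione beads, E. coli-expressed. Also added: 50 nM FITC-arrestin peptide. Schedule: compound with beads 12 min RT, then probe 1 h RT. Signal: bead flow cytometry, FITC channel. Read-out basis: percent response.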
PKA-R1A activ = activators of PKA-R1A holoenzyme, primary screen, biochemical, fluorescence polarization, Cy5-IP20, bovine R1A, mouse PKAc; cAMP-dependent protein kinase type I-alpha regulatory subunit (Bos taurus) + …; activation, % at 11.4 µM; 340,000 compounds, 0.083% hits; PKA-R1A dissociation; scaled: DMSO 0%, 113 µM cGMP 100%; AID 504707, 2011;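 active = percent activation above the mean of all tested compounds plus 3 SD, cut at about 19% in these data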;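 also: higher means more PKAc released from R1A so a rise in polarization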
Starred values were filed as active, the others as inactive; ? = inconclusive; nt = not tested or not shown; & = joins results of further samples.

SMILES | MITF TRPM1 HTS | Mot1-301 SUMO | NSD2 HMT inh | dFosB act | SR-BI DiI-HDL act | PKA-R2B activ | Pemphigus Ab inh | SR-BI HDL uptake | CDK5 p35 inh | Arr AP2 block | PKA-R1A activ
Cc1cccc(C)c1NC(=O)C(c1ccccc1)N1CCN(C(=O)c2ccco2)CC1 (stereo not drawn) | 2.2 | -6.9 | -1.4 | 0.1 | 9.3 | -11.2 | nt | -9.3 | 1.2 | 19.1 | -5.5
CN1CCN(c2nc(Nc3ccccc3)nc(N)c2[N+](=O)[O-])CC1 | nt | 7.9 | 6.7 | -4.5 | -8.8 | -3.1 | nt | 8.8 | 0.8 | 1.7 | 0.8
COc1ccc(C(=O)/C=C/c2ccccc2)c(OC)c1 | 38.0 | 7.4 | nt | -4.5 | -33.7 | -16.0 | 101.9 | 33.7 | -1.4 | 3.6 | -4.3
Cc1ccc(Cn2nnc3c(=O)n(CC(=O)OCc4ccccc4)cnc32)cc1 | -5.1 | 314.9 | -1.1 | -4.5 | 10.0 | -9.2 | 85.9 | -10.0 | -6.6 | 2.8 | -5.9
CCc1cccc(CC)c1-n1c(SCC(=O)N2CCc3ccccc3C2)nnc1-c1cccnc1 | -12.5 | -1.7 | 1.5 | -9.9 | -40.5 | 0.3 | 339.9 | 40.5 | 0.1 | -7.8 | -12.4
CC(C)NC(=O)CN1C(=O)C(=O)c2ccccc21 | -9.9 | 185.1 | 9.5 | -6.7 | 15.6 | 5.7 | 105.1 | -15.6 | 2.8 | 9.7 | 2.6
O=C(C1=NN(c2ccccc2)C2C(=O)N(c3ccccc3Cl)C(=O)C12)c1ccccc1 (stereo not drawn) | -2.2 | -2.8 | -2.6 | -7.5 | 19.0 | 3.4 | 114.8 | -19.0 | -1.4 | 4.6 | -6.0
COc1ccc(NC(=O)Nc2ccc3c(c2)C(=O)N([C@H](C)CO)C[C@H](C)[C@@H](CN(C)C(=O)NC2CCCCC2)O3)cc1 | -9.3 | -3.6 | nt | -13.3 | -3.3 | 2.3 | 96.1 | 3.3 | -3.0 | 1.8 | -3.1
N#CC1=C(N)Oc2c(ccc3cccnc23)C1c1cccnc1 (stereo not drawn) | -8.7 | -13.0 | 24.1 | -5.5 | 22.6 | -7.2 | nt | -22.6 | 1.4 | 15.2 | -1.8
COCc1cc(=O)[nH]c(/N=C(\N)Nc2ccccc2C)n1 | -0.9 | 17.1 | -4.9 | -3.0 | -30.7 | -14.4 | 94.0 | 30.7 | 0.2 | -1.4 | -6.4
CCC(C)[C@H](NC(=O)Nc1cccc(Br)c1)C(=O)OC (stereo partly drawn) | -5.0 | -8.2 | -1.0 | 2.0 | -5.7 | -12.2 | 99.2 | 5.7 | -1.8 | 0.5 | -3.6
COc1ccc(/C=N/NC(=O)c2ccn[nH]2)cc1CN1CCOCC1 | -2.4 | -2.8 | 0.0 | -5.5 | 3.2 | 7.6 | 103.2 | -3.2 | -1.1 | -3.0 | -3.6
COc1cc(NS(=O)(=O)c2ccc(F)cc2)c(OC)cc1NC(C)=O | 1.8 | -1.8 | 1.4 | -4.8 | nt | -3.2 | 89.2 | nt | -0.1 | -2.3 | 3.7
Cc1ccc(-c2ccc(OC(=O)c3ccc(=O)[nH]c3)c(C)c2)cc1 | 30.4 | 25.6 | -4.4 | -13.3 | -21.8 | -6.0 | 109.9 | 21.8 | -3.6 | 9.7 | -2.7
CC(C)N(Cc1nc(-c2ccccc2)no1)C(=O)CN1C(=O)c2ccccc2C1=O | 5.6 | 1.1 | -1.4 | -5.2 | -1.3 | -6.8 | 99.1 | 1.3 | 0.1 | -1.6 | -4.5
CNC(=O)c1cc(S(=O)(=O)NC2CCCCCC2)ccc1C | -5.7 | nt | -1.0 | -4.6 | 16.5 | 6.5 | nt | -16.5 | 0.4 | -12.0 | -1.3
CCOC(=O)Cn1nnc(-c2cccc(OC)c2)n1 | 7.4 | 4.4 | -3.8 | -0.7 | 13.9 | 2.7 | 84.7 | -13.9 | -1.8 | -4.0 | 9.5
COc1ccc(C)cc1CN1C(=O)c2ccccc2C1=O | nt | -20.2 | 2.3 | -3.9 | -5.0 | 3.8 | 97.5 | 5.0 | 0.6 | 5.2 | -13.6
C=CCOc1ccccc1/C=C/C(=O)O | -15.8 | nt | 3.6 | 0.1 | 23.8 | -7.5 | 108.1 | -23.8 | -4.8 | 3.3 | 9.2
COc1ccccc1N1CCN(CCN(C(=O)C2CCCCC2)c2ccccn2)CC1 | 6.1&-0.6 | 13.2 | nt | -1.2&-0.5 | -8.7&-15.2 | -2.2&10.1 | 113.4 | 8.7&15.2 | 2.3&-0.2 | -1.8&20.4 | 5.7&-7.4
O=C(COc1ccc(S(=O)(=O)NC2CCCCC2)cc1)N1CCN(c2ccc(F)cc2)CC1 | -15.8 | -0.9 | nt | -9.0 | -50.1 | -9.8 | 97.9 | 50.1 | -3.4 | 6.3 | 8.5
CCOc1ccc(S(=O)(=O)Nc2cc(NS(=O)(=O)c3ccc(OCC)cc3)cc(C(=O)O)c2)cc1 | -4.2 | -17.1 | 25.1 | -10.4 | 25.3 | -17.3 | nt | -25.2 | -0.9 | 13.9 | -1.1
COc1ccc(NC(=O)CN(C)CC(=O)Nc2cccc(C(C)=O)c2)cc1 | -9.2 | 5.2 | -2.3 | -3.7 | -2.7 | 0.4 | 112.8 | 2.7 | 0.4 | -1.6 | -3.1
O=c1c(C/C=C/c2ccccc2)c(O)ccn1Cc1cccc(Cl)c1 | 1.4 | -8.3 | -1.7 | -4.9 | 4.6 | -8.3 | 102.0 | -4.6 | -0.6 | 27.8 | -11.0
Cc1ccc2nc(NC(=O)COC(=O)c3ccc(Br)o3)sc2c1 | 7.2 | 9.0 | -1.2 | 0.9 | -10.8 | -5.0 | 101.1 | 10.8 | 0.2 | -4.3 | -5.5
CCCCNS(=O)(=O)c1ccc(OC)cc1 | -9.8 | 495.5* | -1.3 | -4.9 | 30.9 | -3.8 | 105.4 | -30.9 | 0.5 | 22.7 | 1.0
CC(C)(Cc1ccc(O)cc1)NC(=O)CC(=O)N/N=C/c1ccc([N+](=O)[O-])cc1 | -15.0 | 1.5 | -0.2 | -4.6 | -19.5 | 5.1 | 95.2 | 19.5 | 3.7 | 37.7 | 4.0
O=C(Cc1ncc(C(F)(F)F)cc1Cl)NCc1cccnc1 | 8.5 | 2.6 | 0.3 | -5.0 | 25.6 | -9.1 | 114.0 | -25.6 | -0.7 | -11.3 | -3.3
O=C(c1ccc([N+](=O)[O-])s1)N1CCN(c2cccc(Cl)c2)CC1 | -59.2 | -4.1 | 9.1 | -7.7 | -29.8 | -4.9 | 127.2 | 29.8 | -1.5 | -3.5 | -8.6
COc1ccc(-c2ccc3c(c2)S(=O)(=O)c2cccc(C(=O)NCc4ccccc4Cl)c2C3=O)cc1OC | 2.1 | 25.6 | nt | 1.8 | -18.6 | -6.5 | 93.5 | 18.6 | -1.7 | -1.8 | 3.5
Clc1ccc(-c2nc3ccccn3c2CN2CCSCC2)cc1 | 0.5 | -10.2 | 5.7 | -2.8 | -39.2 | 10.2 | 98.6 | 39.2 | 1.7 | -11.4 | 1.0
CS(=O)(=O)N(CC(=O)NCCSCc1ccccc1Cl)c1ccccc1F | nt | 264.3 | -2.2 | -16.9 | -2.6 | -4.8 | 109.2 | 2.6 | -0.1 | -4.8 | 4.2
N#C/C(=C\c1ccc(N2CCOCC2)o1)C(=O)NCC1CCCO1 (stereo not drawn) | -7.5 | -3.3 | 4.2 | -1.3 | 17.2 | -6.7 | 95.3 | -17.2 | -0.6 | 8.7 | -1.0
CCCCCCCNC(=O)C1(CC2CC(c3cccc(Br)c3)=NO2)CCN(C(=O)Cc2ccc(F)cc2)CC1 (stereo not drawn) | -8.1 | 11.2 | nt | -12.4 | -59.2 | 9.8 | 103.2 | 59.2 | 0.8 | -10.4 | -11.5
CCCC(=O)N/N=C1\CS(=O)(=O)N(C)c2ccsc21 | 4.7 | -13.3 | -3.3 | 0.3 | 10.6 | -11.2 | 93.7 | -10.6 | 0.0 | 0.9 | -12.3
O=[N+]([O-])c1ccc(N2CCCC2)cc1NCc1ccccc1 | 4.5 | -7.7 | -1.0 | -10.4 | -72.2 | -5.4 | 98.9 | ? | -2.6 | 6.1 | 3.7
c1ccc(-c2nn[nH]n2)cc1 | -5.0 | -11.0 | -1.7 | 5.7 | 8.2 | 5.9 | 107.7 | -8.2 | 0.6 | -14.4 | -3.1
O=C(c1cccs1)N1CCN(C(=O)c2ccco2)c2ccccc2C1 | 1.2 | 6.7 | -2.2 | 2.9 | 5.6 | -4.9 | 105.9 | -5.6 | 0.2 | 3.2 | -9.2
CCOC(OCC)P(=O)(c1ccccc1)c1ccccc1 | nt | -16.8 | 0.5 | -4.0 | 22.5 | 1.5 | 97.5 | -22.5 | 0.4 | 14.9 | 5.1
